Growth percent in the NCI-60 one-dose screen (48 h, 10 µM unless noted): 100 = growth as untreated, 0 = no growth, -100 = all killed.
HOP-92 = HOP-92 NSCLC cells; 6.3% of 71,000 active; AID 1794738
CCRF-CEM = CCRF-CEM leukemia; 7% of 77,000 active; AID 1794778
RPMI-8226 = RPMI-8226 leukemia cells | 7.5% of 77,000 active
MDA-MB-435 = MDA-MB-435 melanoma; 7.8% of 82,000 active; AID 1794794
HOP-62 = HOP-62 NSCLC; 3.9% of 80,000 active; AID 1794735
EKVX = EKVX NSCLC; 3% of 71,000 active; AID 1794765
M14 = M14 melanoma; 6.2% of 80,000 active; AID 1794745
A549/ATCC = A549/ATCC NSCLC; 3.7% of 81,000 active
* marks the source's active call; other numbers are inactive results; / = no result given; & = joins results of further samples; [ ] = remark or other dose. Rule for the calls: active = growth percent below 10; inactive = the rest.

compound	HOP-92	CCRF-CEM	RPMI-8226	MDA-MB-435	HOP-62	EKVX	M14	A549/ATCC
C#CCN(C)CCCOc1ccc(NC(=O)CCCCCCCC(=O)NO)cc1Cl	108	82	92	97	111	101	107	101
CN(C)S(=O)(=O)c1cccc(NC(=O)COC(=O)CCOc2ccccc2)c1	83	72	74	102	101	107	108	126
CSc1ccc(NCc2cn(-c3ccc(C(F)(F)F)cc3)nc2-c2ccc(C(=O)O)cc2)cc1	77	100	92	99	94	97	97	96
O=S(=O)(c1ncsc1-c1ccccc1)N1CCCCC1	92	100	99	99	98	98	95	101
CC(C)(O)c1cccc(F)c1	86	-42*	103	103	138	92	96	104
CC(=O)c1ccc(Nc2nc(SCC(C)C)nc(-c3ccccc3)c2C#N)cc1	45	102	111	106	26	89	103	101
O=C(Cn1cc(CN2C(=O)c3ccccc3S2(=O)=O)nn1)Nc1ccccc1	95	104	103	103	98	101	103	98
CC(=O)CN(C(C)=O)c1ccccc1	127	106	121	105	101	91	111	86

The final five entries of the section above come first, to join the parts.
compound	HOP-92	CCRF-CEM	RPMI-8226	MDA-MB-435	HOP-62	EKVX	M14	A549/ATCC
O=S(=O)(c1ncsc1-c1ccccc1)N1CCCCC1	92	100	99	99	98	98	95	101
CC(C)(O)c1cccc(F)c1	86	-42*	103	103	138	92	96	104
CC(=O)c1ccc(Nc2nc(SCC(C)C)nc(-c3ccccc3)c2C#N)cc1	45	102	111	106	26	89	103	101
O=C(Cn1cc(CN2C(=O)c3ccccc3S2(=O)=O)nn1)Nc1ccccc1	95	104	103	103	98	101	103	98
CC(=O)CN(C(C)=O)c1ccccc1	127	106	121	105	101	91	111	86
CCCCCCCCCC(=O)OCC	103	110	117	120	/	122	106	103
CNC(=O)c1c(NC(=O)c2ccccc2C(F)(F)F)sc2c1CCC(=O)C2	1.4*	12	-0.8*	38	99	24	/	71
Cc1ccc(CC2(c3ccccc3)NC(=O)NC2=O)cc1 (stereo not drawn)	103	58	125	83	106	100	115	115
Cc1c([N+](=O)[O-])cc(I)c(N)c1I	71	102	98	107	91	73	108	96
O=C(CNC(=O)OCc1ccccc1)NC1(C(=O)O)CCCC1	100	114	/	98	102	101	102	92
Cc1ccc(C2CC(C(F)(F)F)n3nc(C(=O)N4CCN(C(c5ccccc5)c5ccccc5)CC4)cc3N2)cc1 (stereo not drawn)	76	59	41	79	93	/	78	60
O=C(Nc1ccc(Cl)cc1)OCCSc1nc2ccccc2s1	/	110	111	92	104	/	109	94
Nc1ccc(-c2nnc3n2N=CC(c2ccc(Cl)cc2)S3)cc1 (stereo not drawn)	68	85	96	94	91	/	102	91

(listing goes on)
compound	HOP-92	CCRF-CEM	RPMI-8226	MDA-MB-435	HOP-62	EKVX	M14	A549/ATCC
CNC(=O)C1COc2ccccc2O1 (stereo not drawn)	89	97	97	103	82	98	100	86
c1csc(C(CC2CCCCC2)c2ccc3ccccc3c2)c1 (stereo not drawn)	112	/	104	107	104	96	109	96
O=C(c1ccc(O)cc1)[C@@H]1[C@@H]2CCCN2[C@@]2(C(=O)Nc3ccccc32)[C@H]1c1ccc(F)cc1	70	88	88	95	94	76	88	94
Cc1ccc(Sc2oc(-c3ccccc3)nc2C(=O)O)cc1	102	94	100	109	94	104	102	97
O=C1/C(=C/c2ccc(F)c(F)c2)CN(C(=O)C(Cl)Cl)C/C1=C\c1ccc(F)c(F)c1	-63*	-3.1*	-31*	-95*	-58*	-94*	-90*	-52*
COc1ccc(/C=C/C(=O)c2cccc(NC(=O)CSc3nc4ccccc4c(=O)n3-c3ccccc3)c2)cc1OC	/	115	68	101	111	103	102	92
CCCCCC[C@@H](O)C/C=C\CCCCCCCC(=O)OC	116	111	109	112	119	/	99	97
CC(C)C(C)(NC(=O)c1ccccc1)C(=O)O (stereo not drawn)	110	106	98	98	107	103	96	103

Going on with the list.
compound	HOP-92	CCRF-CEM	RPMI-8226	MDA-MB-435	HOP-62	EKVX	M14	A549/ATCC
O=C1NN=C(c2ccc(Cl)cc2)CC12CCCCC2	/	75	103	105	111	97	108	105
O=C(c1cc2cccnc2n1-c1cc(F)c(Cl)c(F)c1)N1CC(F)C1	82	103	96	114	106	100	120	108
CC(=O)Nc1cc(C(c2ccccc2)c2ccccc2)cc(C(c2ccccc2)c2ccccc2)c1C	41	34	11	64	8.8*	61	79	/
CCCCNS(=O)(=O)c1ccc(OC)c(N)c1	90	99	99	104	90	95	102	95
OCCN(CCO)c1ccc2ccccc2c1	/	109	110	104	91	102	91	98
CN(C)C(=S)SCC(N)=O	102	97	107	102	90	91	113	105
Cc1cccc(NC(=O)c2ccccc2C(=O)O)c1	115	104	102	106	92	101	98	91
COC(=O)/C=C1/SC(N2N=C(c3cccs3)CC2c2ccc(F)cc2)=NC1=O (stereo not drawn)	77	8.7*	-24*	43	85	94	51	91

(listing goes on)
compound	HOP-92	CCRF-CEM	RPMI-8226	MDA-MB-435	HOP-62	EKVX	M14	A549/ATCC
CCn1cc(C2=C(c3cccc4ccccc34)C(=O)NC2=O)c2cc(Br)ccc21	156	68	118	92	100	95	104	79
O=C1C(c2ccccc2)C2C=CC(C2)N1O (stereo not drawn)	/	83	81	107	105	101	111	112
COc1ccc2c(c1)O/C(=C/c1ccc(OCC(=O)Nc3ccncc3)c(OC)c1)C2=O	78	79	81	104	112	107	101	97
O=c1cc(COc2ccc(N=Cc3ccccn3)cc2)c2cc(F)ccc2o1	87	86	79	103	94	97	101	100
COc1ccc(SSc2ccc(OC)cc2C(=O)O)c(C(=O)O)c1	101	112	105&110	106&108	100&99	95	107&103	93&98
Cn1cc(-c2noc(-c3cn(C)c4ncc(F)cc34)n2)c2cc(Cl)ccc21	64	100	67	69	68	47	79	34
O=c1[nH]cc([N+](=O)[O-])c(=O)[nH]1	86	89	97	113	98	105	105	96
FC(F)(F)c1c(-c2nnnn2-c2ccc(Cl)cc2)cnn1-c1ccccn1	92	69	71	102	/	72	/	95

(further entries)
compound	HOP-92	CCRF-CEM	RPMI-8226	MDA-MB-435	HOP-62	EKVX	M14	A549/ATCC
Oc1ccccc1-c1nnc(Nc2ccc(C(F)(F)F)cc2)o1	/	31	73	105	84	91	94	73
O=C1NC(=O)C2(CCCCCC2)N1	98&96	92&99	111&104	105	101&89	97	102&95	116&80
NC(N)=N/N=C/c1ccccc1O	/	103	100	121	107	132	103	108
NC(=O)c1ccccc1OCC(O)CO (stereo not drawn)	117	94	99	90	101	/	112	98
O=C1OCC2=C1C(c1ccccc1)c1cc3c(cc1N2CCO)CCC3 (stereo not drawn)	/	/	24	-32*	21	23	-15*	35
COc1cccc(-c2nn(C(C)(C)C)cc2-c2ccnc(NCCCNS(=O)(=O)c3ccc(Cl)cc3)c2)c1	75&111	87&106	63&107	99&108	88&103	59&100	89&107	81&113
O=C(c1ccccc1)c1ccc(Sc2ccc([N+](=O)[O-])cc2)cc1	/	61	25	87	90	73	92	84
c1ccc(-c2nc3sccn3c2CCCN2CCOCC2)cc1	103	97	97	102	78	108	93	92

Additional compounds:
compound	HOP-92	CCRF-CEM	RPMI-8226	MDA-MB-435	HOP-62	EKVX	M14	A549/ATCC
Nc1c(C(=O)Nc2ccccc2)sc2ncc(Br)cc12	71	/	75	101	101	/	97	93
CCOc1ccc(-n2c(-c3cc(OC)c(OC)c(OC)c3)nnc2-c2ccc(OC)cc2N)cc1	73	42	83	81	78	82	68	55
Cc1cccc(N=C(N)N)c1	79	62	62	105	74	98	91	59
CC1=C(C)C(=O)C(N2CCSCC2)=CC1=O	89	81	73	112	99	93	95	99
COc1ccc(NC(=O)C2c3ccccc3C(=O)N(CC(C)C)C2c2cccs2)cc1Cl (stereo not drawn)	75	83	73	110	107	/	98	103
CC(C)(C)n1cc(-c2ccnc(NCCCNS(=O)(=O)c3cccc(F)c3)c2)c(-c2cccc(O)c2)n1	80	40	18	61	74	51	35	43
CC(=O)C(C)(c1ccc(Cl)cc1)c1ccc(Cl)cc1	98	89	101	106	87	100	95	62
COc1ccc(CN2[C@@H](CC(C)C)C=C[C@H](CC(C)C)N(Cc3ccccc3)S2(=O)=O)cc1	133[5 µM]	71[5 µM]	71[5 µM]	89[5 µM]	98[5 µM]	66[5 µM]	95[5 µM]	81[5 µM]

Brought forward from above: 2 entries, followed by the next part.
compound	HOP-92	CCRF-CEM	RPMI-8226	MDA-MB-435	HOP-62	EKVX	M14	A549/ATCC
CC(=O)C(C)(c1ccc(Cl)cc1)c1ccc(Cl)cc1	98	89	101	106	87	100	95	62
COc1ccc(CN2[C@@H](CC(C)C)C=C[C@H](CC(C)C)N(Cc3ccccc3)S2(=O)=O)cc1	133[5 µM]	71[5 µM]	71[5 µM]	89[5 µM]	98[5 µM]	66[5 µM]	95[5 µM]	81[5 µM]
O=c1c2ccccc2oc2cc(Br)ccc12	78	88	/	/	97	/	113	105
COc1cccc(C(=O)N2CCc3ccccc32)c1OC	84	113	101	104	91	85	104	86
C/C(=N\O)C(C)(C)O	101	109	106	104	107	102	101	101
O=C(Nc1ccccc1C(=O)O)c1cc([N+](=O)[O-])cc([N+](=O)[O-])c1	91	/	121	106	99	107	107	114
O=C(COc1ccc(NC(=O)Nc2ccc(Cl)cc2)cc1)N=Nc1c(O)[nH]c2ccc(Br)cc12	89	68	83	97	99	94	94	101
CCOC(=O)C1=c2[nH]c(O)c(C(=O)OCC)c2=NC1=O	90	89	93	91	87	98	101	92
CCCCC(O)(CC)CC	88	96	97	105	105	/	109	103
Nc1[nH]nc2ncccc12	/	105	/	104	102	99	103	94

The list continues:
compound	HOP-92	CCRF-CEM	RPMI-8226	MDA-MB-435	HOP-62	EKVX	M14	A549/ATCC
COc1ccc(OC)c(-c2c(C#N)c(=O)[nH]c3c2c(N)nn3-c2ccccc2)c1	100	104	93	106	109	102	99	110
c1ccc(CNc2ccc3c(OCc4ccccc4)nc(N4CCOCC4)nc3c2)cc1	87	106	109	108	96	91	94	82
O=C(Nc1ccc(Cl)c(C(F)(F)F)c1)Nc1ccc2oc(=O)ccc2c1	-1.8*	26	-1.6*	50	73	35	50	40
Cc1ccc(C(=O)N/C(=C2/OCCN2C)[P+](c2ccccc2)(c2ccccc2)c2ccccc2)cc1	60	73	26	54	97	75	83	98
O=Cc1c[nH]c2ncccc12	/	107	103	103	119	93	99	111
CC(C)[C@H](N)C(=O)OCCOCn1cnc2c(=O)[nH]c(N)nc21	94	100	119	105	107	101	107	107
CCOC(=O)NC(C)C	80	110	113	111	93	105	102	96
Cc1csc(NC(=O)c2ccc(N(C)C)cc2)n1	91	88	93	98	83	79	109	94

The list goes on.
compound	HOP-92	CCRF-CEM	RPMI-8226	MDA-MB-435	HOP-62	EKVX	M14	A549/ATCC
S=C(Cc1ccccc1)N1CCN(c2ccccc2Cl)CC1	/	89	95	104	105	95	99	95
CCOC(=O)CC[C@H](NC(=O)c1ccc(NC(=O)Cn2c(C)nc3c(c(SC)nn3-c3ccc(Br)cc3)c2=O)cc1)C(=O)OCC	72	113	93	102	67	98	97	87
O=C(Nc1ncnc2nc[nH]c12)NC1CCCCC1	98	103	93	90	105	95	82	93
CC(C)(C)c1ccc([N+](=O)[O-])cc1	119	100	106	104	95	96	100	103
COc1ccc(/C=c2\c(=O)n(-c3ccccc3)c3nnc(-n4ncc(C#N)c4N)n23)cc1	95	106	111	104	90	98	99	104

Entries listed so far that contain an aryl thioether with sulfur outside any ring, in the order listed:
compound	HOP-92	CCRF-CEM	RPMI-8226	MDA-MB-435	HOP-62	EKVX	M14	A549/ATCC
CSc1ccc(NCc2cn(-c3ccc(C(F)(F)F)cc3)nc2-c2ccc(C(=O)O)cc2)cc1	77	100	92	99	94	97	97	96
CC(=O)c1ccc(Nc2nc(SCC(C)C)nc(-c3ccccc3)c2C#N)cc1	45	102	111	106	26	89	103	101
O=C(Nc1ccc(Cl)cc1)OCCSc1nc2ccccc2s1	/	110	111	92	104	/	109	94
Cc1ccc(Sc2oc(-c3ccccc3)nc2C(=O)O)cc1	102	94	100	109	94	104	102	97
COc1ccc(/C=C/C(=O)c2cccc(NC(=O)CSc3nc4ccccc4c(=O)n3-c3ccccc3)c2)cc1OC	/	115	68	101	111	103	102	92
O=C(c1ccccc1)c1ccc(Sc2ccc([N+](=O)[O-])cc2)cc1	/	61	25	87	90	73	92	84
CCOC(=O)CC[C@H](NC(=O)c1ccc(NC(=O)Cn2c(C)nc3c(c(SC)nn3-c3ccc(Br)cc3)c2=O)cc1)C(=O)OCC	72	113	93	102	67	98	97	87
